# Assay outcomes deposited in PubChem by National Center for Advancing Translational Sciences (NCATS).
# CXXC DNA block – qHTS Fluorescence Polarization Assay for Inhibitors of MLL CXXC domain - DNA interaction; actives 0.037% (n = 290,000); AID 2662, 2010; Histone-lysine N-methyltransferase 2A (Homo sapiens), Q03164; MLL-CXXC / FITC-HOXA9 DNA fluorescence polarization; Potency, µM (top dose mostly 115 µM), for the others: at the top dose activity change, negative = inhibition, actives largely listed as inhibitors; active = well fitted inhibition curve with a large enough effect in the polarisation, with a control signal flat, not every such curve was filed as active; inconclusive = small, poorly fitted or top-dose-only effect, or effect the other way, or a change in a side signal; inactive = no such curve, though single readings can be large or run the other way; the % refers to the polarisation; also: potency is read from the fitted curve at half-maximal effect
#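 Fluorescence polarization: 7 uM MLL-CXXC (stock) preincubated 5 min with compounds, then 50 nM fluorescein-HOX-A9 DNA (stock) added; 30 min ambient. Buffer 50 mM Tris-HCl pH 7.5, 50 mM NaCl, 1 mM DTT, 0.05% BSA.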
# TCR activator – Activators of T cell receptors: qHTS campaign | primary human leukocytes, anti-CD3, IL-2 HTRF, 48 h | 330,000 tested, under 10 active | Potency, µM (series often up to 9.22 µM), for the others: at the highest dose activation of IL-2 secretion, hits mostly activators; also: % of control where 0% means no effect
#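 Readout: HTRF IL-2, Eu-cryptate/d2 antibody pair, 320nm excitation, 665nm emission. Stimulus: a-CD3 beads, no co-stimulation. Cells: primary human leukocytes. Exposure: 48 hr with compound.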
# a7 integrin act – qHTS for Activators of Integrin-Mediated Alleviation for Muscular Dystrophy | alpha7betagal myoblasts, beta-gal FDG fluorescence, 48 h | Potency, µM (series often up to 38.3 µM), without a hit: top-dose activation, usual class: activators | actives 0.064% (n = 350,000);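 also: potency is read from the fitted curve at half-maximal effect; 100% = response of the positive control SU9516; nearly all actives have a fitted effect of over 60% in size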
#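 alpha7betagal+/- myoblasts (passage 13, 250/well) treated 48 h at 37C with compounds at 1:260 dilution of DMSO stock. Lysed, then beta-galactosidase activity read as FDG fluorescence (ex 480/em 540) after 30 min, with pre-read for autofluorescence.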
# PTAP TSG101 blk – qHTS Assay for Iinhibitors of HIV-1 Budding by Blocking the Interaction of PTAP/TSG101. 340,000 tested, under 10 active. Tumor susceptibility gene 101 protein (Homo sapiens), Q99816. Potency, µM (doses to about 115 µM), for the others: at the highest dose activity change, negative = inhibition, hits mostly inhibitors. Fluorescence polarization, FITC-PTAP peptide / Tsg101 binding; active = well fitted inhibition curve with a large enough effect in the main read-out, with a control signal flat, not every such curve was filed as active; inconclusive = small, poorly fitted or top-dose-only effect, or effect the other way, or a change in a side signal; inactive = no such curve, though single readings can be large or run the other way; also: potency is read from the fitted curve at half-maximal effect; % of control where 0% means no effect
# Target sequence (Q99816 whole entry, looked up): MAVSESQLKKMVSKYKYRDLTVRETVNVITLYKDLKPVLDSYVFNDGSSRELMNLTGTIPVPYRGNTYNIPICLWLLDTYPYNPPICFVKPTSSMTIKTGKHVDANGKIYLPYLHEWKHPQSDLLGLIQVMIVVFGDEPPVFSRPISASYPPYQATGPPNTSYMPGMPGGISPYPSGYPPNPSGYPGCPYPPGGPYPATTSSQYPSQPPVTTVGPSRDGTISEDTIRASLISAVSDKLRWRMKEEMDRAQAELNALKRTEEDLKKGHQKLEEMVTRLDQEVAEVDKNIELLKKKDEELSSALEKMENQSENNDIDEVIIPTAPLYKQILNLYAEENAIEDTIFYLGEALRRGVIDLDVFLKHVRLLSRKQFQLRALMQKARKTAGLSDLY
#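 Steps: Tsg101 binding domain dispensed (10 uM final), compounds pinned in DMSO, FITC-labeled PTAP-motif peptide added (50 nM final); after 20 min binding at room temperature, polarization measured.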
# ELG1 repair inh – qHTS screen for small molecules that inhibit ELG1-dependent DNA repair in human embryonic kidney (HEK293T) cells expressing luciferase-tagged ELG1; HEK293T ELG1-luciferase reporter, luminescence, 16 h; DNA damage induced by 5-fluorouridine; Potency, µM (highest dose often 46.1 µM), for inactives: at the highest dose activity change, negative = inhibition, hits mostly inhibitors; actives 2.3% (n = 330,000); AID 504467, 2011; also: potency is read from the fitted curve at half-maximal effect; % is scaled to controls: 0 for no effect and ±100 for the full control effect; nearly all actives have a fitted effect of over 55% in size
#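 5-Fluorouridine DNA damage + compound/DMSO, 2,000 cells/well, 16 h, 37 °C/5% CO2. ONE-Glo, 30 min RT, luminescence. Readout = decrease in reporter signal.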
# TRPV1 ag – HTS Assay for Compounds that Act as Agonists of the Vanilloid Receptor 1. activation, % at 8.33 µM. AID 540275, 2011. Transient receptor potential cation channel subfamily V member 1 (Homo sapiens), Q8NER1. actives 0.19% (n = 320,000). TRPV1-expressing cells, Fluo-8 calcium influx, agonist mode; in the data active = activation above about 80%; inconclusive = between about 30% and that limit; also: 0% is about no effect
#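 TRPV1-expressing cells were cultured overnight at 35.5C and loaded with Fluo-8 calcium dye for 40 to 90 min at room temperature. After a 10 s baseline, compound was added and calcium influx was read kinetically for 3 min (ex 480/em 520 nm).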
# B2AR arrestin – qHTS assay of beta-arrestin-biased ligands of beta2-adrenergic receptor. Beta-2 adrenergic receptor (Homo sapiens), P07550. actives 0.02% (n = 330,000). Potency, µM (series often up to 46.1 µM), inactives show at the top dose activation, usual class: activators. beta-arrestin recruitment to beta2AR, cell-based reporter;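 also: potency is read from the fitted curve at half-maximal effect; 0% = DMSO controls and full agonism = EC100 isoproterenol or metaproterenol; nearly all actives have a fitted effect of over 65% in size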
# Target sequence (P07550 whole entry, looked up): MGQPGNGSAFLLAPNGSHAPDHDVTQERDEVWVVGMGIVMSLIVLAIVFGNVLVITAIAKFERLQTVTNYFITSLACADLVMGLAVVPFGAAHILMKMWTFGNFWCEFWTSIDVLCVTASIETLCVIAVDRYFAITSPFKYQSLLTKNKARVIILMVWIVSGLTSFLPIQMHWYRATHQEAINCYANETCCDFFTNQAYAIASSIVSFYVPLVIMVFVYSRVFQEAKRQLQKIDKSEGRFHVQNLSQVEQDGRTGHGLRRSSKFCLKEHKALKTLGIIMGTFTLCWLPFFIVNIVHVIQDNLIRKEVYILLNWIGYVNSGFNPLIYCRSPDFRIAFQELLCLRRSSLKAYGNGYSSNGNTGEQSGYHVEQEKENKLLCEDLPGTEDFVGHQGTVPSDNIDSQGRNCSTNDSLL
# BRCA1 expr up – qHTS Assay to Identify Small Molecule Activators of BRCA1 Expression. MCF7-BRCA1-FFLuc reporter, luminescence, 48 h; response scale: scaled: vehicle 0%, 10 µM genistein 100%. Potency, µM (top dose mostly 46.1 µM), inactives show top-dose activation, most hits filed as activators. actives 1.1% (n = 380,000). AID 624202, 2012; also: potency is read from the fitted curve at half-maximal effect; nearly all actives have a fitted effect of over 80% in size; some results filed as inactive show a strong effect at the top dose
#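 MCF7-BRCA1-FFLuc cells, 2000/well in phenol-red-free MEM, attached 2 h then treated 48 h at 37 C. Luciferase luminescence read 15 min after reagent; normalized to genistein maximum activation (10microM) and DMSO, concentration-response fitted.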
# AT treatment – qHTS Assay for Identifying a Potential Treatment of Ataxia-Telangiectasia; […] A-T fibroblasts, KAP-1 phosphorylation AlphaLISA; neocarzinostatin DNA damage 30 min before lysis; Potency, µM (doses to about 57.5 µM), for the others: at the highest dose activation, most hits filed as activators; actives 0.19% (n = 320,000); AID 485349, 2010; also: potency is read from the fitted curve at half-maximal effect; % of control where 0% means no effect; nearly all actives have a fitted effect of over 45% in size
#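 ATM-like activity read as KAP-1 phosphorylation via AlphaLISA donor/acceptor antibody pairs after lysis and 6 hr at 25C. Cells were ATM-null patient fibroblasts ([…], hTERT), dosed 60 min, then exposed to the DSB inducer NCS for 30 min.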
# p53 reactivator – qHTS assay for re-activators of p53 using a Luc reporter | H1299 p53-A138V BP100-luciferase reporter, luminescence, 24 h | Potency, µM (series often up to 92.2 µM), for the others: at the highest dose activity change, positive = activation, usual class: activators | actives 0.063% (n = 320,000) | AID 504706, 2011; also: potency is read from the fitted curve at half-maximal effect; % of control where 0% means no effect; nearly all actives have a fitted effect of over 45% in size
#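 H1299 (p53-null), stable ts p53-A138V + BP100-Luc; 1000 cells/well, Opti-MEM/10% FBS; cpd 4 pt, 1:5; 24 h, 37 deg C, 5% CO2; detection reagent 10 min RT; luminescence.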
# * marks the source's active call; other numbers are inactive results; ? = inconclusive; . = not tested or not shown; [ ] = another dose, or the depositor's remark. Unless noted, calls follow the shape of the dose curve; as a rule, active = well fitted curve in the direction sought with a large enough effect; inconclusive = small, poorly fitted or top-dose-only effect, or another doubt; inactive = no such curve, though single readings can be large; an effect the other way counts as inactive or inconclusive.
SMILES,CXXC DNA block,TCR activator,a7 integrin act,PTAP TSG101 blk,ELG1 repair inh,TRPV1 ag,B2AR arrestin,BRCA1 expr up,AT treatment,p53 reactivator
COc1ccc(CCNC(=O)C(=O)NCC2OCCN2S(=O)(=O)c2ccc(OC)c(OC)c2)cc1 (stereo not given),.,-11%,12%,-3%,?,-2,0.4%,-27%,-7%,-13%
CCCCN(CCCC)S(=O)(=O)c1ccc2[nH]c(=O)[nH]c2c1,-23%,-1%,20%,-6%,0%,6,0.3%,-12%,-2%,-3%
O=C(C1=C[C@H](C2CCCCC2)C[C@H](OCc2ccc(CO)cc2)O1)N1CCOCC1,-3%,2%,-1%,-1%,-13%,25,-0.1%,13%,-3%,0%
NS(=O)(=O)c1ccc(CCNC(=O)CNC(=O)c2ccc(F)cc2)cc1,7%,1%,-11%,-1%,?,2,-0.9%,14%,5%,3%
C/C=C(\C)C(=O)OC1c2c(ccc3ccc(=O)oc23)OC(C)(C)C1OC(C)=O (stereo not given),-1%,6%[46.1 µM],-14%,-3%,-13%,16,-0.6%,-16%,.,-1%
Cn1c2ccc(F)cc2c2ncn(CCCN(CCO)CCO)c(=O)c21,-1%,-4%,-35%,-2%,?,-1,0.1%,7%,-5%,-2%
Cc1cc(OC(=O)c2cc(C(F)(F)F)cc(C(F)(F)F)c2)c([N+](=O)[O-])c(=O)[nH]1,-1%,-2%,11%,-7%,-12%,4,0.2%,-11%,7%,.
COc1ccccc1OCC(=O)Nc1ccccc1C(=O)NCc1cccnc1,-2%,0%,11%,-4%,-8%,1,-0.3%,0%,-2%,-2%
CC(=O)c1ccc(NC(=O)c2ccc(N3C(=O)c4cccnc4C3=O)cc2)cc1,2%,-2%,-13%,-4%,18%,11,-0.5%,27%,-4%,?
O=C(NCCCN1CCc2ccccc2C1)C1CCN(S(=O)(=O)N2CCC3(CC2)OCCO3)CC1,3%,-2%,10%,-2%,-2%,0,0.0%,-2%,1%,0%
C=CCOc1ccccc1CN1CCCN(C)CC1,15%,5%,9%,-8%,-6%,1,-0.9%,23%,-2%,.
N#Cc1cccn1-c1nccs1,5%,-1%,-9%,0%,17%,0,-0.1%,5%,1%,2%
NC(=O)CN(c1ccccc1)C1SC(=O)N(Cc2ccccc2)C1=O (stereo not given),3%,0%,-5%,-3%,4%,3,-0.1%,14%,2%,-1%
O=C(Nc1cccc(Cl)c1)Nc1cccc(C(=O)O)c1,-3%,-3%,-19%,-2%,?,-1,-0.1%,-50%,1%,-7%
CC(OC(=O)c1ccc(S(=O)(=O)N2CCOCC2)cc1)c1ccccc1 (stereo not given),.,-5%,-30%,3%,-9%,?,-0.2%,12%,-1%,0%
O=C(Nc1ccc(F)cc1F)NC1CC(=O)N(Cc2ccccc2)C1 (stereo not given),-4%,2%[46.1 µM],-18%,-1%,8%,5,4.2%,1%,1%,10%
CCCCOC(=O)c1ccc(NC(=O)C(=O)NCC2CCCO2)cc1 (stereo not given),-3%,.,13%,-3%,-17%,-4,-0.8%,43%,4%,1%
CC(C)(C)c1ccc(NC(=O)NCc2ccco2)cc1,-4%,-1%,-12%,-2%,30%,89*,0.4%,31%,-6%,?
CN(CC(=O)Nc1ccc(F)cc1)C(=O)c1ccc(OCc2ccccc2)cc1,.,-4%,13%,-1%,13%,23,0.1%,-15%,-5%,6%
Nc1ccccc1Nc1cc(-c2cccc(Cl)c2)nn1-c1ccccc1,-2%,7%[46.1 µM],6%,-4%,?,18,0.0%,17%,-5%,?
O=C(Nc1ncccn1)c1ccc(Cl)c([N+](=O)[O-])c1,1%,-2%,-40%,-6%,-22%,1,0.6%,-26%,-12%,.
COc1ccc(CNC(=O)N2CCN(c3ccc(F)cc3)CC2)cc1Cl,16%,-6%,-56%[inhibitor],-1%,-8%,?,0.0%,0%,6%,-3%
O=C1OC(c2ccccc2)/C(=C(/O)c2ccc(Cl)cc2)C1=O (stereo not given),?,-8%,12%,-4%,12%,-3,0.2%,-12%,-1%,6%
Cc1cc(S(=O)(=O)/N=C(\N)c2ccc(C(N)=O)cc2)cc(C)c1F,?,-7%,-4%,0%,-9%,0,-0.5%,-23%,-4%,-5%
CC(C)Cn1c(CN2CCN(C)C(CCO)C2)nc2ccccc21 (stereo not given),-8%,-5%,6%,-1%,-3%,-2,-0.4%,-2%,0%,5%

# One compound at a time (already shown). Order of screens: CXXC DNA block | TCR activator | a7 integrin act | PTAP TSG101 blk | ELG1 repair inh | TRPV1 ag | B2AR arrestin | BRCA1 expr up | AT treatment | p53 reactivator
# O=C1OC(c2ccccc2)/C(=C(/O)c2ccc(Cl)cc2)C1=O (stereo not given) reads ? | -8% | 12% | -4% | 12% | -3 | 0.2% | -12% | -1% | 6%
# Nc1ccccc1Nc1cc(-c2cccc(Cl)c2)nn1-c1ccccc1 reads -2% | 7%[46.1 µM] | 6% | -4% | ? | 18 | 0.0% | 17% | -5% | ?
# CC(=O)c1ccc(NC(=O)c2ccc(N3C(=O)c4cccnc4C3=O)cc2)cc1 reads 2% | -2% | -13% | -4% | 18% | 11 | -0.5% | 27% | -4% | ?
# CC(C)(C)c1ccc(NC(=O)NCc2ccco2)cc1 reads -4% | -1% | -12% | -2% | 30% | 89* | 0.4% | 31% | -6% | ?
# O=C(Nc1ccc(F)cc1F)NC1CC(=O)N(Cc2ccccc2)C1 (stereo not given) reads -4% | 2%[46.1 µM] | -18% | -1% | 8% | 5 | 4.2% | 1% | 1% | 10%

# Additional entries follow:
SMILES,CXXC DNA block,TCR activator,a7 integrin act,PTAP TSG101 blk,ELG1 repair inh,TRPV1 ag,B2AR arrestin,BRCA1 expr up,AT treatment,p53 reactivator
CCN(c1ccccc1)S(=O)(=O)c1cc2c3c(c1)C(C)C(=O)N3CCC2 (stereo not given),-3%,4%,0%,-4%,7%,7,0.1%,-17%,4%,-11%
COc1cccc(/C=N/n2cnc3c(cnn3-c3ccccc3)c2=O)c1,16%,0%,11%,1%,3%,3,-0.5%,-4%,40µM*,0%
O=C(/C=C/c1ccc([N+](=O)[O-])cc1)NCc1ccc2c(c1)OCO2,-20%,-2%,16%,2%,?,29,-0.1%,-2%,5%,-2%
O=C(c1cccc(S(=O)(=O)Nc2ccccc2Cl)c1)N1CCCCCC1,.,1%,-3%,-1%,1%,2,-0.4%,-17%,-4%,14%
Cc1ccc(NC(=O)CSCC(=O)O)cc1,2%,-5%,-15%,1%,?,-1,-0.7%,4%,3%,2%
CCCn1c(/C=C/c2cc[n+](C)cc2)nc2ccccc21,-26%,-15%,-14%,-19%,-4%,-1,-0.5%,24%,10%,.
O=C(/C=C/c1nc2ccccc2s1)N1CCCCCC1,-4%,15%,-47%[inhibitor],-6%,?,15,0.4%,?,0%,?
CC(C)c1cccc(C(C)C)c1NC(=S)Nc1cccc(Cl)c1,-1%,0%,15%,-1%,0%,.,-0.8%,-19%,13%,0%
O=C(Nc1ccccc1C(F)(F)F)c1cnccn1,-1%,0%,24%,-4%,?,4,0.1%,0%,1%,.
C#CCOCCOCCOCCNc1nc(N2CCOCC2)nc(N2CCN(C(=O)[C@H](CCCCN)n3cc(CCCC)nn3)CC2)n1,.,-1%,-17%,-9%,.,.,.,8%,.,.
Cc1cccc(N=C2Sc3nc4c(C)c(C)ccc4cc3CN2CCN2CCOCC2)c1,-3%,.,-56%[inhibitor],-6%,9.2µM*,-9,0.0%,-42%,-1%,-9%
COc1ccc(NC(=O)c2ccccc2NC(=O)c2ccco2)c(OC)c1,-5%,-1%,14%,-7%,?,24,0.1%,0%,3%,2%
O=C(Nc1ccc2c(c1)OCCO2)c1cccc(Cl)c1Cl,5%,.,?,-5%,?,26,0.0%,?,-17%,?
Cc1ccc(N(C(=O)c2ccc(S(=O)(=O)N3CCOCC3)cc2)C2C=CS(=O)(=O)C2)cc1C (stereo not given),3%,4%,0%,0%,-3%,3,-0.3%,-4%,0%,-2%
